Bioassay records from PubChem BioAssay.
WRN helicase inh – qHTS for Inhibitors of WRN Helicase; Bifunctional 3'-5' exonuclease/ATP-dependent helicase WRN (Homo sapiens), Q14191; WRN helicase unwinding, fluorescent forked duplex, kinetic; Potency, µM (doses to about 114 µM), for inactives: at the top dose activity change, negative = inhibition, hits mostly inhibitors; hit rate 0.46% among 360,000; also: potency is read from the fitted curve at half-maximal effect; % is scaled to controls: 0 for no effect and ±100 for the full control effect; nearly all actives have a fitted effect of over 55% in size
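Primary qHTS, 1536-well format. 20 nM WRN + compound, 15 min RT; start with 100 nM forked fluorophore/quencher duplex, 2 mM ATP (final); kinetic read ex 525/em 598 nm.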
IL-1B inflam inh – qHTS for Inhibitors of Inflammasome Signaling: IL-1-beta AlphaLISA Primary Screen. THP-1 LPS/ATP IL-1B secretion, AlphaLISA, 16 h; hits give low values. activity change, % at 57.5 µM. hit rate 4.7% among 360,000. AID 743279, 2014; in the data active = activity change below about -50%; inconclusive = mostly about -30% to -49%; also: % is scaled to controls: 0 for no effect and ±100 for the full control effect
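Secreted IL-1B measured by AlphaLISA bead assay after 16 h compound exposure of THP-1 cells; compounds (final up to 57.5 uM) added 1 h before LPS (250 ng/mL) and ATP (1.25 mM) stimulation; lower signal means less secretion.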
HT1080 IDH1KD tx – qHTS for induction of synthetic lethality in tumor cells producing 2HG: qHTS for the HT-1080-IDH1KD cell line. HT-1080 IDH1 knockdown viability, ATP luminescence, 48 h. Potency, µM (doses to about 46.1 µM), without a hit: at the top dose activity, negative = toxicity, hits mostly cytotoxic. hit rate 2% among 360,000;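 also: potency is read from the fitted curve at half-maximal effect; 0% = DMSO wells and -100% = cell-free medium wells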
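% activity derives from luminescence (CellTiter-Glo), normalised to DMSO and no-cell wells. HT-1080-IDH1KD cells, 750/well, had 48 h compound exposure at 37 °C.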
HT1080NT lethal – qHTS for induction of synthetic lethality in tumor cells producing 2HG: qHTS for the HT-1080-NT fibrosarcoma cell line; HT-1080-NT fibrosarcoma viability, CellTiter-Glo ATP luminescence, 48 h; Potency, µM (titrated, usually from 46.1 µM), without a hit: at the highest dose activity, negative = less viability, actives largely listed as cytotoxic; hit rate 1.6% among 360,000;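 also: NT is the 2HG producing partner of a matched IDH1 knockdown line; potency is read from the fitted curve at half-maximal effect; 0% = DMSO-treated cells and -100% = media-only wells without cells; nearly all actives have a fitted effect of over 55% in size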
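A 48-hour cytotoxicity screen used HT-1080-NT cells plated 2 hours before compound delivery. ATP-based CellTiter-Glo luminescence measured viability, normalized to DMSO and no-cell controls.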
KB-V1 cytotox – qHTS assay for MDR1-selective chemotherapeutics: Primary screen using the drug-selected MDR subline cells KB-V1; KB-V1 MDR cells viability, CellTiter-Glo, 72 h; Potency, µM (highest dose often 46.1 µM), for the others: top-dose activity change, negative = cytotoxicity, usual class: cytotoxic; hit rate 3.4% among 400,000; AID 1347076, 2019; also: potency is read from the fitted curve at half-maximal effect; % is scaled to controls: 0 for no effect and ±100 for the full control effect; nearly all actives have a fitted effect of over 60% in size
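Compound-treated KB-V1 multidrug-resistant cells, 72 h, 37 degrees C; viability by CellTiter-Glo. Fitted qHTS curves give the values.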
MCF10A rerep – A quantitative high throughput screen for small molecules that induce DNA re-replication in MCF 10a normal breast cells. MCF 10A DNA re-replication, Hoechst nuclear intensity, 48 h. Potency, µM (top dose mostly 46.1 µM), for inactives: at the highest dose activity, positive = re-replication, hits mostly activators. hit rate 2.9% among 350,000; also: potency is read from the fitted curve at half-maximal effect; % of control where 0% means no effect; nearly all actives have a fitted effect of over 50% in size
KB-3-1 tox – qHTS assay for MDR1-selective chemotherapeutics: Primary screen using the parental adenocarcinoma cell KB-3-1. KB-3-1 viability, CellTiter-Glo ATP luminescence, 72 h. Potency, µM (top dose mostly 46.1 µM), inactives show at the top dose activity change, negative = cytotoxic, usual class: cytotoxic. hit rate 1.4% among 400,000. AID 1347075, 2019; also: potency is read from the fitted curve at half-maximal effect; % is scaled to controls: 0 for no effect and ±100 for the full control effect; nearly all actives have a fitted effect of over 60% in size
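Cytotoxicity in the drug-sensitive parental line KB-3-1 was scored as loss of CellTiter-Glo luminescence following 72 h incubation with compound. Values come from curve fitting of normalized concentration-response data.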
SW480 rereplic – A quantitative high throughput screen for small molecules that induce DNA re-replication in SW480 colon adenocarcinoma cells; hit rate 1.8% among 340,000; Potency, µM (doses to about 46.1 µM), for the others: at the highest dose re-replication activation, most hits filed as activators; SW480 DNA re-replication, Hoechst DNA content imaging, 48 h; AID 624297, 2012; also: potency is read from the fitted curve at half-maximal effect; % of control where 0% means no effect; nearly all actives have a fitted effect of over 55% in size
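Per well, 250 cells were exposed to pinned compound for 48 hr. Nuclear DNA was visualised with Hoechst (40 min, 37 C) and total object intensity recorded by fluorescence scanning.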
ATXN2 expr inh – Primary qHTS for Inhibitors of ATXN expression | HEK-293 ATXN2-luciferase reporter, luminescence, 24 h | Potency, µM (doses to about 57 µM), for the others: top-dose activity change, negative = inhibition, hits mostly inhibitors | hit rate 0.72% among 360,000 | AID 1745845, 2022; also: potency is read from the fitted curve at half-maximal effect; % is scaled to controls: 0 for no effect and ±100 for the full control effect; nearly all actives have a fitted effect of over 55% in size
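ATXN2-luciferase reporter cells (luciferase flanked by upstream and downstream ATXN2 gene portions) were treated 24 h at 37 °C with compounds at up to 57 uM. SteadyGlo luminescence gave expression; GF-AFC fluorescence gave viability.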
* = called active by the depositor; ? = inconclusive; . = not tested or not shown; & = joins results of further samples; [ ] = dose if it differs, or a comment. Unless noted, calls follow the shape of the dose curve; as a rule, active = well fitted curve in the direction sought with a large enough effect; inconclusive = small, poorly fitted or top-dose-only effect, or another doubt; inactive = no such curve, though single readings can be large; an effect the other way counts as inactive or inconclusive. Compounds were not picked by outcome; 12% or so of the library scored in one or more.

SMILES,WRN helicase inh,IL-1B inflam inh,HT1080 IDH1KD tx,HT1080NT lethal,KB-V1 cytotox,MCF10A rerep,KB-3-1 tox,SW480 rereplic,ATXN2 expr inh
C=Cc1ccc(CC2(C)C(=O)Nc3ccc(Cl)cc32)cc1 (stereo not drawn),-8.3%,14.6,-26.8%,-27.7%,2.5%,.,0.0%,.,-30.8%
O=C1CN(S(=O)(=O)c2cccc(Cl)c2Cl)CCN1,0.8%,7.7,4.3%,-0.1%,?,0.1%,2.8%,-10.5%,-0.8%
Cc1cccc(N2CCN(C(=O)Cc3c(C(=O)O)[nH]c4ccc(Cl)cc34)CC2)c1C,-15.7%,-0.4,-19.8%,-21.4%,?,?,7.0%,-1.5%,22.5%
COC(=O)c1c(NC(=S)NNS(=O)(=O)c2ccc(OC)cc2OC)sc2c1CCCCCC2,-2.6%,13.7,-0.8%,0.0%,.,?,.,-4.4%,4.8%
COc1ccc(CCNC(=O)C(=O)Nc2ccc3c(c2)OCO3)cc1OC,-1.1%,7.8,-19.8%,0.5%,-1.0%,6.0%,12.9%,0.3%,5.0%
O=C(CC(=O)c1ccccc1)Nc1ccc2c(c1)OCCO2,-5.1%,-20.6,8.5%,12.4%,-13.3%,7.6%,-3.6%,0.5%,55.4%[activator]
CN1C(=O)C(C)(C)c2cc(S(=O)(=O)N3CCCC(C(=O)NCc4ccc(F)cc4)C3)ccc21 (stereo not drawn),-4.1%,11.0,1.9%,17.5%,0.0%,11.7%,-0.5%,-3.3%,-4.7%
CN1C(=O)Cc2cc(S(=O)(=O)N3CCN(c4ccccc4F)CC3)ccc21,5.2%,24.5,12.6%,3.3%,-13.4%&-13.1%,1.2%,-7.4%&0.0%,-11.2%,1.8%
CC(=O)Nc1ccc(C(=O)N2CCCCC2c2cc(C(=O)NCc3ccc(F)cc3)no2)cc1 (stereo not drawn),0.8%,-12.9,1.8%,18.9%,4.7%,.,0.0%,.,13.1%
O=C(Nn1c(SCc2cccc([N+](=O)[O-])c2)nc2ccccc2c1=O)c1ccccc1,?,-24.4,-14.4%,-3.8%,?,-1.1%,6.5%,3.3%,23.7%
COc1ccc(CNC(=O)C2CCN(S(=O)(=O)c3cc(OC)ccc3OC)CC2)cc1,-5.0%,5.5,1.5%,-1.9%,0.6%,18.7%,-19.7%,-5.8%[9.22 µM],-1.8%
COCCCNC(=O)CC(NS(=O)(=O)c1ccc(Cl)cc1)c1ccc(OC)cc1 (stereo not drawn),4.6%,23.2,11.7%,2.6%,-32.9%,6.4%,2.8%,-5.5%,-7.2%
CC(=O)Nc1ccc2c(c1)C(=O)N(c1cccc3ccccc13)C2=O,-26.5%,1.7,15.2%,5.5%,2.1%,-3.2%,-3.2%,-4.8%,0.1%
O=C(NCC1CCCO1)c1ccc2nc(N3CCCCC3)sc2c1 (stereo not drawn),6.0%,-5.9,7.8%,24.1%,-6.1%,7.5%,6.3%,-8.8%,55.4%[activator]
Cc1ccc(C(=O)NCC(=O)O)cc1S(=O)(=O)N1CCCCC1,-0.7%,63.7,14.1%,20.7%,3.6%,0.7%,?,-6.0%,-30.7%
COc1ccc(C(=O)NCC(=O)OCC(=O)N2CCc3ccccc32)cc1,-4.1%,35.2,16.2%,3.6%,3.7%,-25.7%,4.5%,?,-9.5%
CC(C)CCn1cnc2c(sc3nc4c(cc32)CSC(C)(C)C4)c1=O,-7.2%,12.3,3.0%,9.0%,?,?,19.9%,-6.4%,117.7%[activator]
Cc1ccc(NC(=O)c2ccc(C)cc2)cc1,2.7%,-2.3,22.6%,8.7%,0.0%,?,8.7%,9.1%[9.22 µM],27.1%
CN1C(C(=O)NCc2ccco2)CC2Cn3c(nc4cc(Cl)c(Cl)cc43)C21 (stereo not drawn),-3.6%,-9.4,-1.7%,-4.8%,-0.7%,?,-2.5%,-9.3%,3.9%
CC(C)c1ccccc1OCC(O)CN(CC(O)COc1cccc2ccccc12)C(C)C (stereo not drawn),-16.7%,-104.4*,25.9µM*,18.4µM*,-12.4%,?,?,?,?
CC(=O)N1CCN(c2ccc(NC(=O)c3ccc(Br)o3)cc2Cl)CC1,-2.6%,?,-1.5%,3.8%,3.4%,2.1%,-10.6%,16.4%,.
O=C(CCC(=O)N/N=C/c1ccco1)N/N=C/c1ccco1,-13.5%,2.7,?,16.9%,0.0%,7.6%,6.2%,-9.2%,-15.8%
Cc1ccc(-n2cnnn2)c(S(=O)(=O)N2CCOCC2)c1,4.2%,12.7,-5.3%,1.3%,-0.2%,9.5%,3.3%,1.0%,5.2%
Cc1cccnc1NC(=O)Nc1ccc(F)cc1,-10.9%,10.7,5.3%,9.7%,2.0%,-0.5%,3.3%,-3.5%,76.9%[activator]
Cc1ccc(-c2csc3nc[nH]c(=S)c23)cc1,-8.6%,-14.8,?,?,?,?,?,?,-18.5%
CNc1ccc(OC(F)F)cc1C(=O)c1ccccc1,-4.3%,0.0,3.9%,8.5%,11.8%,-4.3%,13.8%,-2.3%,-9.9%
OC1CCN(Cc2cccc(Oc3ccccc3)c2)CC1,-5.9%,0.0,-19.0%,-3.2%,-22.5%,16.8%,-1.9%,-7.0%,5.4%
COCCNC(=O)c1onc(CSc2ccccc2)c1C(=O)O,1.3%,34.6,-5.8%,0.1%,0.0%,19.3%,0.0%,-31.2%[inhibitor],5.0%
Cc1ccccc1C(=O)NC(C(N)=O)P(=O)(OC(C)C)OC(C)C (stereo not drawn),5.3%,10.8,-12.9%,-9.1%,-13.8%,-4.2%,-0.3%,-5.7%,1.1%
COc1ccc2cc3cc(C(=O)Nc4ccc5c(c4)OCCO5)oc3nc2c1,-32.4%[57.1 µM],-11.7,?,-26.4%,-10.5%,?,-0.2%,-1.2%,?
C[n+]1cc[nH]c1SCC(=O)c1ccc(Cl)cc1,-3.7%,-10.1,?,-25.8%,-18.9%,0.0%,16.7%,-6.7%,30.1%[activator]
COc1cccc(OC)c1OCCCOc1cccc2cccnc12,1.0%,?,-0.3%,-0.2%,-10.7%,6.9%,12.4%,-17.9%,15.0%
COc1ccc(C=Nc2cccc3ncccc23)cc1,2.5%,7.2,-6.3%,-15.4%,2.1%,3.7%,4.0%,-140.1%[inhibitor],.
COc1cccc(N2CCN(C(=O)c3cccc(NC(=O)C4=C(C)OCCS4)c3)CC2)c1,-2.5%,-26.5,-0.5%,6.9%,?,.,-2.1%,.,.
Clc1ccc2nc(CSc3nnc4ccccn34)cn2c1,-3.4%,2.4,4.6%[9.24 µM],10.6%,-21.4%,1.4%,12.7%,-10.3%,-17.7%
O=S1(=O)CC(N2CC=CC2)CN1Cc1ccccc1 (stereo not drawn),2.0%,2.1,10.8%,18.7%,8.3%,.,0.1%,.,12.0%
O=C(Nc1ccc(Oc2ccccc2)nc1)C1CCN(Cc2cccc(F)c2)CC1,-12.8%,0.0,-5.7%,-4.0%,0.0%,1.4%,-15.4%,0.0%,-15.1%
COc1ccc(-n2nc3c(N4CCC(C(=O)NCc5ccco5)CC4)nnc(C)c3c2C)cc1,13.3%,-21.3,4.3%,0.0%,-9.8%,-1.9%,-1.1%,-1.8%,.
CC(=O)Nc1cccc(NC(=O)c2ccc3c(c2)CCN3S(C)(=O)=O)c1,-4.0%,-15.8,-1.4%,-2.1%,-12.6%,0.9%,-24.2%,-11.4%,.
COc1cc2c(C(=O)NCCCN3CCN(c4cccc(Cl)c4)CC3)cn(C)c(=O)c2cc1OC,7.8%,11.8,-5.2%,-2.6%,-4.8%,?,-15.6%,-4.6%,-18.3%
CC(C)CN(C(=O)CSc1nnc2ccccn12)c1c(N)n(CC(C)C)c(=O)[nH]c1=O,7.4%,30.9,-0.5%,14.3%,?,6.1%,8.7%,14.5%,-3.1%
COc1cc(C2NC(=O)NC(C)=C2C(C)=O)ccc1O (stereo not drawn),-2.6%,31.0,9.8%,14.3%,21.3%,-11.0%,8.5%,9.6%,-3.5%
COc1ccccc1NC(=S)N(Cc1ccc(C)cc1)Cc1ccccn1,-1.6%,23.2,-0.5%,1.3%,6.8%,1.0%,-5.3%,-1.3%,1.2%[11.3 µM]
O=C(Nc1ccc(-n2cc(Br)cn2)cc1)c1ccncc1,-7.1%,29.8,-1.1%,-1.2%,-4.7%,15.1%,1.0%,-1.5%,.
CC(C)C(O)(CC#CCN1CCCC1)c1ccccc1 (stereo not drawn),-27.7%,-11.3,-4.0%,-2.1%,11.4%,2.1%,-3.1%,-5.0%,-2.7%[11.3 µM]
COc1ccc(N(CC(=O)NCc2ccc(Cl)cc2)S(=O)(=O)c2c(C)n[nH]c2C)cc1,-7.2%,-9.3,-7.8%,-0.1%,?,-1.6%,0.6%,-15.7%,10.1%
